# LEDGF integ inh: blocks HIV-1 LEDGF/p75-dependent DNA integration | hit rate 0.64% among 370,000 | TR-FRET IN-LEDGF/p75 DNA integration, Eu/Cy5 | AID 743269 | inhibition, % at 3.7 µM;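 active means inhibition above the screen-wide mean plus 3 SD, cut at about 13% in these data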;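 further: signal is the Cy5 over europium emission ratio at 671 and 618 nm; 0% = plate median of compound wells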
# PRMT1 FP inh: blocks human protein arginine methyltransferase 1. inhibition, % at 2.79 µM. hit rate 1.3% among 370,000. recombinant PRMT1, activity-based probe fluorescence polarization. Q99873. AID 652257;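 active means inhibition above about 21% made by adding two undisclosed values, limit read from the data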
# HTRA1 inhibitor: blocks human HTRA1 serine peptidase; Q92743; recombinant HTRA1, FP-rhodamine activity-based probe, fluorescence polarization; inhibition, % at 5.96 µM; hit rate 0.5% among 340,000; in the data active means inhibition above about 36%;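 further: 0% = enzyme with DMSO and 100% = wells lacking enzyme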
# Target sequence (Q92743 whole entry, looked up): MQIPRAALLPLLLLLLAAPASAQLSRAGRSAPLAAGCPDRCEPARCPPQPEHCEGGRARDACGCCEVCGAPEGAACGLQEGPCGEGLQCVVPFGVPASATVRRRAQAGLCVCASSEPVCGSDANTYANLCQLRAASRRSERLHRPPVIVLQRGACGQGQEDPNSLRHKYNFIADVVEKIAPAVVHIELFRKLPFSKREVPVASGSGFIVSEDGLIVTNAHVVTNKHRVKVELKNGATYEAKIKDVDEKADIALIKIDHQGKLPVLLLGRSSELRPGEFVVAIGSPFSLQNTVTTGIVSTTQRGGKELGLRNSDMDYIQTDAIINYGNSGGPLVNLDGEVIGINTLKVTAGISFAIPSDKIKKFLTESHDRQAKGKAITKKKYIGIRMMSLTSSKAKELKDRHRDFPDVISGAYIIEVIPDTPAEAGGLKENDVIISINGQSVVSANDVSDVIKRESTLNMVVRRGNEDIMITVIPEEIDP
# UHRF1 binding: blocks human UHRF1 binding to methylated DNA | UHRF1 binding to methylated oligo, TR-FRET | inhibition, % at 4.4 µM | hit rate 0.75% among 370,000; in the data active means inhibition above about 21%;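 further: UHRF1 SRA domain binding a hemimethylated CpG hairpin DNA probe; 0% = median of test compound wells and 100% = reference inhibitor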
# TCR-CD3 inh: human TCR-CD3 binding inhibition. TAMRA-labeled TCR probe fluorescence, biochemical. inhibition, % at 9.4 µM. hit rate 0.37% among 360,000; in the data active means inhibition above about 19%;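 further: recombinant mutant TCR 2C K166C tagged with TAMRA read by polarization; 0% = receptor in buffer alone and 100% = receptor with positive control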
# MBD2 inh: inhibitors of human MBD2 binding to methylated oligonucleotide. AID 686964. Q9UBB5. TR-FRET. inhibition, % at 4.4 µM. hit rate 0.31% among 370,000; in the data active means inhibition above about 13%
# NR1D1 modulator: modulators of human Rev-erb alpha DNA binding. hit rate 0.79% among 370,000. P20393. activity, % at 10 µM. Rev-erbα–FITC-DNA binding, fluorescence polarization, 90 min;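 active means activity above about 14%, limit read from the data; passing the limit was not always enough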;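 further: 0% = DMSO wells with 35 nM protein and 100% = DMSO wells with 750 nM protein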
# mABHD4 FP: inhibitors of mouse ABHD4; hit rate 0.54% among 370,000; AID 720543; purified mABHD4, FP-Rh probe fluorescence polarization; inhibition, % at 8.92 µM;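 active means inhibition exceeding the mean over every tested compound plus 3 SD, cut at about 30% in these data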;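 further: 0% = plate median of compound wells and 100% = S159A mutant with DMSO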
# Target sequence (Q8VD66 whole entry, looked up): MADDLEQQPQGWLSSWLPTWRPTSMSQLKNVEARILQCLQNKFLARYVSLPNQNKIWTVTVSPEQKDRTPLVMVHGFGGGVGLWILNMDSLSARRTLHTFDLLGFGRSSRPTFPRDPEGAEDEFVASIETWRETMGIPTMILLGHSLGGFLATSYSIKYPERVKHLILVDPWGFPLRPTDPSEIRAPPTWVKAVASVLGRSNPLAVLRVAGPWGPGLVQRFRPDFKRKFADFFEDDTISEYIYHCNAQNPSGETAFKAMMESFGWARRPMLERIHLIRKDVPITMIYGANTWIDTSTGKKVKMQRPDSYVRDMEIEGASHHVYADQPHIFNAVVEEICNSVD
#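 assay system = mABHD4 protein | compound dosing = single nominal dose of 8.92 µM, 0.89% DMSO final | read-out basis = percent inhibition of probe binding, normalized to plate controls | schedule = Enzyme–compound pre-incubation 45 min, then probe 60 min, both 25 °C | detection = fluorescence polarization, excitation 525 nm, emission 598 nm, BODIPY TMR filters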
# rCAG RNA binder: r(CAG) repeat RNA binding | TO-PRO-1 dye displacement fluorescence | inhibition, % at 3 µM | hit rate 1.3% among 370,000 | AID 651821;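 active means inhibition above the plate cutoff, the mean of all test compounds on that plate plus 3 SD, cut at about 35% in these data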;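 further: 0% = DMSO alone and 100% = 100 µM mitoxantrone as full dye displacement; higher means more dye released from RNA so lower well fluorescence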
# PG9 Ab binder: small molecules binding HIV-1 gp120 antibody PG9 | TR-FRET gp120-PG9 antibody binding | inhibition, % at 6.7 µM | hit rate 0.43% among 360,000 | AID 624416; in the data active means inhibition above about 8.5%
# Active calls of the source: *; nt = not tested or not shown.
SMILES,LEDGF integ inh,PRMT1 FP inh,HTRA1 inhibitor,UHRF1 binding,TCR-CD3 inh,MBD2 inh,NR1D1 modulator,mABHD4 FP,rCAG RNA binder,PG9 Ab binder
CC(=O)Nc1cccc(OCC(=O)NC(C)c2ccc3ccccc3c2)c1 (configuration not stated),0.1,-1.6,-10.7,-1.4,-1.4,0.8,7.6,0.8,0.9,0.6
CCCn1nnnc1SCC(=O)N1C(C)CCCC1C (configuration not stated),-2.4,0.1,-2.2,-3.0,3.2,0.4,0.3,4.9,-2.0,-0.3
CC(C)Oc1ccc(C(=O)/C(=C\c2cccs2)c2nc3ccccc3o2)cc1,-3.7,-1.8,-33.2,-3.6,-0.2,-7.3,-3.8,-8.7,2.4,-2.2
COc1ccc(OC)c(C(O)c2ncc(-c3ccccc3Cl)[nH]2)c1 (configuration not stated),10.0,-2.9,nt,-0.8,3.7,-1.8,-10.4,-3.8,1.5,-0.3
CCc1nnc(NC(=O)CSc2nnc(CNC(=O)c3ccc(OC)c(OC)c3)o2)s1,-1.6,-1.2,-7.1,1.3,10.0,-0.3,6.9,0.4,0.5,-1.9
Cc1ccc2nc(-c3ccc(NC(=O)CN4C(=O)NC(C)(c5ccc(OC(F)F)cc5)C4=O)cc3)sc2c1 (configuration not stated),-1.7,1.6,-24.6,0.3,3.2,-4.2,24.1*,-10.8,24.8,4.3
COC(=O)C(Cc1ccccc1)OS(N)(=O)=O (configuration not stated),2.6,0.4,-0.2,0.9,-2.0,3.1,-3.9,-1.2,3.8,1.3
CCCc1nc(NCCO)c(C#N)c2c1CCCC2,-2.1,-3.0,nt,2.5,-2.3,5.4,2.4,-6.0,-5.3,-0.1
Cn1cnnc1Sc1ccc(S(C)(=O)=O)cc1[N+](=O)[O-],4.1,2.7,-0.5,0.6,7.5,-2.9,1.6,3.2,0.7,1.6
Cc1cc(C)nc(SCC(=O)N/N=C/c2cccs2)n1,-4.2,0.2,0.0,-1.9,3.7,-3.6,-0.2,4.8,0.2,-0.2
Cc1cc(-c2nnc3n2N=C(c2ccccc2)CS3)n[nH]1,-2.4,0.5,-2.5,0.1,3.2,-3.5,-3.2,0.9,1.6,-2.1
Cc1ccc(C)c(NS(=O)(=O)c2cc(C(=O)Nc3cccc(N(C)S(C)(=O)=O)c3)ccc2C)c1,-1.8,-1.9,-41.4,0.6,-2.9,0.2,-1.1,-23.7,5.0,0.8
Cc1onc(NC(=O)NC(=O)c2c(F)cccc2Cl)c1Br,1.8,-3.6,3.3,3.6,3.1,-0.2,-1.0,2.5,-0.9,-1.7
c1ccc(Cn2nnc3c(N4CCCC4)ncnc32)cc1,1.3,1.6,-9.2,4.9,-0.1,3.6,-0.2,1.9,-6.4,1.4
O=C(CSc1nnnn1C1CCCCC1)N1CCOCC1,-2.5,1.0,1.6,-0.3,2.4,-5.0,-7.6,2.9,2.1,-1.4
COc1ccc(-n2c(SCc3nc4ccccc4[nH]3)nc3ccccc3c2=O)cc1,-2.3,1.9,nt,4.6,nt,6.0,-5.7,1.1,9.2,nt
O=C(CN1CCN(c2ccc(F)cc2)CC1)Nc1ccccc1[N+](=O)[O-],1.3,1.3,-4.6,8.3,0.6,2.0,0.9,2.9,-4.9,1.7
O=C1NC(c2ccncc2)Nc2ccccc21 (configuration not stated),-0.8,-7.7,5.8,-1.9,3.8,1.0,6.2,0.3,-1.4,-1.2
COCCCn1c(-c2ccc(S(=O)(=O)N3CCOCC3)cc2)csc1=Nc1ccccc1,-0.5,0.3,-3.5,-0.7,-2.8,2.6,6.8,3.4,-0.1,0.8
COc1ccc(Cl)cc1S(=O)(=O)N1CCN(C(=O)c2cc(OC)c(OC)c(OC)c2)CC1,-2.4,-0.4,-0.1,0.4,6.6,3.1,-3.0,6.5,-3.2,-2.9
NC(=S)NNC(=O)c1ccccc1Cl,-1.0,2.2,3.2,-1.2,2.3,-2.8,-3.8,-1.4,1.6,-0.1
COc1ccc(OC)c(NC(=O)C2CC(=O)n3ncnc3N2)c1 (configuration not stated),-0.1,3.8,5.9,1.6,1.7,-2.4,0.3,0.7,2.2,0.2
COc1ccc([N+](=O)[O-])cc1NC1CCCCC1,4.0,2.7,-12.1,-0.3,3.6,-8.8,6.9,-4.1,-2.0,1.9
Nc1cc(Oc2cccnc2)cc([N+](=O)[O-])c1,1.5,-2.9,-2.3,2.1,1.0,-3.1,4.3,3.8,-1.2,0.5
CCCC(=O)Nc1nc2ccc(NC(=O)c3c(F)c(F)c(OC)c(F)c3F)cc2s1,2.4,0.8,-57.0,-3.6,1.2,-0.8,-2.7,-22.0,16.5,-2.5
CCOC(=O)C1(CCc2ccccc2)CCN(C(=O)c2cc(C)nc(C)n2)CC1,-5.0,-4.0,8.0,-1.4,-2.2,-0.1,-7.4,-0.8,-9.7,-2.1
O=C(CCCc1c[nH]c2ccccc12)Nc1ccc(S(=O)(=O)Nc2ncccn2)cc1,-1.3,0.7,-8.5,-1.3,5.1,1.5,1.0,-1.9,10.7,1.0
COc1cccc(/C=N/Nc2nc3ccccc3n3cnnc23)c1,0.8,3.0,-0.2,3.9,-6.5,1.6,-6.3,6.5,-0.5,-2.6
CC1(C(=O)NC2CCCC2)CCC(=O)N1C1CCN(Cc2ccccc2)CC1 (configuration not stated),-0.1,-3.5,nt,0.3,1.6,6.2,-7.7,1.7,0.8,-0.4
O=C(OCN1C(=O)c2ccccc2C1=O)c1cccs1,1.6,-3.4,0.9,2.4,0.8,4.0,1.5,1.4,0.0,-1.2

# Ordered by value in UHRF1 binding (smallest number first): some entries from above.
Compound	LEDGF integ inh	PRMT1 FP inh	HTRA1 inhibitor	UHRF1 binding	TCR-CD3 inh	MBD2 inh	NR1D1 modulator	PG9 Ab binder
CC(C)Oc1ccc(C(=O)/C(=C\c2cccs2)c2nc3ccccc3o2)cc1	-3.7	-1.8	-33.2	-3.6	-0.2	-7.3	-3.8	-2.2
Cc1cc(C)nc(SCC(=O)N/N=C/c2cccs2)n1	-4.2	0.2	0.0	-1.9	3.7	-3.6	-0.2	-0.2
COc1ccc([N+](=O)[O-])cc1NC1CCCCC1	4.0	2.7	-12.1	-0.3	3.6	-8.8	6.9	1.9
O=C(OCN1C(=O)c2ccccc2C1=O)c1cccs1	1.6	-3.4	0.9	2.4	0.8	4.0	1.5	-1.2

# New compounds follow.
SMILES,LEDGF integ inh,PRMT1 FP inh,HTRA1 inhibitor,UHRF1 binding,TCR-CD3 inh,MBD2 inh,NR1D1 modulator,mABHD4 FP,rCAG RNA binder,PG9 Ab binder
O=C(c1ccc(N2CCN(S(=O)(=O)c3ccccc3)CC2)c([N+](=O)[O-])c1)N1CCOCC1,-8.3,2.2,0.6,-1.1,9.1,3.7,1.1,-8.6,2.4,0.4
C/C(=N\NC(=O)c1ccc(N/N=C(\C)c2ccncc2)cc1)c1ccncc1,-0.8,4.0,-23.8,-10.2,-4.8,0.2,1.4,4.3,6.2,-1.9
CCCCCCCCCCCCOC(=O)C[N+](C)(C)C,2.6,-0.4,nt,-2.1,-3.4,1.6,1.2,22.5,2.3,-0.8
O=S(=O)(c1cccc(-c2cn3cccnc3n2)c1)N1CCCCCC1,1.9,4.0,-11.1,-0.2,1.4,-2.3,-1.9,1.2,9.0,1.7
CC(C)Cn1c(N)c(C(=O)COC(=O)c2c(F)cccc2F)c(=O)n(C)c1=O,3.7,3.7,-11.2,2.9,-2.2,-4.5,4.5,0.0,-5.2,0.2
CCN(CC)CCn1c(O)c(N=O)c2ccccc21,-1.7,-2.5,-0.3,-4.8,6.4,-3.2,2.8,-0.2,-2.6,-1.1
CC(C)CN1C(=O)c2ccc(C(=O)Nc3nccs3)cc2C1=O,-0.7,-3.8,3.3,-2.1,-5.3,3.4,-0.2,-0.3,-2.7,-0.6
CCOC(=O)c1ccc(NC(=O)c2cn(CCC#N)nc2-c2ccc3c(c2)OCCO3)cc1,-2.8,-2.5,-19.5,-1.2,4.7,-6.8,-11.8,-8.8,4.5,0.4
N#Cc1cnn(-c2ccc([N+](=O)[O-])cc2[N+](=O)[O-])c1N,-0.8,1.5,3.5,0.7,-0.2,-2.4,3.7,-5.8,0.3,2.9
CCN1C(=O)N(CN2CCOCC2)C2C1N(CN1CCOCC1)C(=O)N2CC (configuration not stated),8.0,-1.0,-0.9,-0.5,2.4,-6.7,0.6,-3.9,-1.7,-5.4
O=C(COc1ccccc1)N1CCc2ccccc2C1,-3.0,1.2,-3.8,-2.4,3.1,0.1,-3.8,-10.7,-3.6,1.2
CCOc1ccccc1NC(=O)c1sc2nc(C)nc(N3CCOCC3)c2c1C,2.7,-2.4,-6.3,1.6,-1.9,1.2,40.8*,-1.4,0.9,-0.5
COc1ccc(-c2csc(C(O)c3ccc(F)c(OC)c3)n2)cc1 (configuration not stated),-3.9,-2.5,nt,0.1,-3.8,1.8,1.6,-7.7,0.3,1.6
CCCn1c(=N)c(S(=O)(=O)c2ccc(F)cc2)cc2c(=O)n3cccc(C)c3nc21,-1.7,5.3,-5.9,4.7,-3.7,2.1,10.0,-0.1,3.9,0.0
COc1ccc([C@H]2Oc3cc(O)cc(O)c3C(=O)C2[C@@H]2C(=O)c3c(O)cc(O)cc3O[C@@H]2c2ccc(OC)cc2)cc1 (some centres not stated),3.7,1.0,nt,0.9,-6.0,-0.7,3.6,-88.8,58.1*,0.4
Cc1ccc(Cn2c(C3CCCN3c3nc(-c4ccc(F)cc4)cs3)nc3cc(Cl)c(Cl)cc32)cc1 (configuration not stated),0.7,-3.7,-35.4,-1.4,3.5,-6.2,-6.8,8.6,10.5,-0.5
CSc1ccccc1NC(=O)C1CCCO1 (configuration not stated),1.9,3.4,-6.4,3.9,10.2,5.9,-0.5,2.4,-2.2,2.1
Cc1ccc(OC(=O)Cn2c(C(F)(F)F)nc3ccccc32)cc1,4.6,0.7,-10.6,1.5,-1.8,4.1,-1.6,-8.3,-0.5,-0.8
O=C(CN(C(=O)c1csnn1)c1cccc2c1CCCC2)NC1CCCC1,1.1,-2.1,2.2,-2.0,1.0,6.6,-6.5,2.6,-3.5,2.2
O=C(NC1CCOc2ccccc21)c1ccc(=O)[nH]c1 (configuration not stated),1.0,0.6,1.1,-0.7,3.3,-2.8,3.8,-4.6,1.8,-0.8
CCC(=O)Nc1cccc(C2=NOC3(C2)C[C@H](C(N)=O)N(C(=O)CC#N)C3)c1 (some centres not stated),-1.7,2.2,3.5,0.8,3.2,-4.9,0.9,0.0,1.8,-0.9
CCCCSc1nc2[nH]ncc2c(=O)[nH]1,1.3,-0.7,6.0,67.9*,2.6,-6.0,0.3,-3.8,0.2,1.0
CC1CSc2nnc(CCc3ccccc3)n21 (configuration not stated),-4.4,-1.2,3.4,-0.3,5.8,-2.6,-7.3,2.0,4.3,-0.8
O=C(Nc1ccc2ccccc2n1)c1ccccc1Cl,2.1,1.2,-4.2,-3.3,-5.9,-5.3,2.8,-2.1,-2.4,1.1

# Assay outcomes from PubChem BioAssay.

# These rows are one share of the data (hit frequency here may not be typical).
